# Screening results from PubChem BioAssay.
# Pf Dd2 inh – Plasmodium falciparum Dd2 growth inhibition. P. falciparum Dd2 growth, SYBR Green, 72 h. Potency, µM (top dose mostly 28.9 µM), without a hit: at the highest dose activity, negative = inhibition, usual class: inhibitors. 4.3% of 120,000 active; active = well fitted inhibition curve with a large enough effect; inconclusive = small, poorly fitted or top-dose-only effect; inactive = no such curve, though single readings can be large or run the other way;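 note: plate controls were DMSO vehicle for no effect and reference drug for full effect; nearly all actives have a fitted effect of over 65% in size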
#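 Infected erythrocytes (Dd2, 0.3% parasitemia, 2.5% hematocrit final) are added to compound in RPMI-1640/Albumax II medium, grown 72 h at 37C in low oxygen, then lysed with saponin/Triton-X containing SYBR Green and read by fluorescence.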
# Numbers without * were called inactive; i = inactive; ? = inconclusive; [ ] = dose if it differs, or a comment. Potency is the fitted concentration of half-maximal effect. This is a subset; rates above refer to the full screens.
mol	Pf Dd2 inh
Cc1cc(C)n(CC(=O)N2CCCC3(C2)Nc2cccnc2NC3=NC2CCCC2)n1 (stereo not given)	i[5.79 µM]
COc1ccc(CN2C(=O)[C@@H]3C[C@@H](CN3Cc3cccnc3)Oc3ccccc32)cc1	?
COC(=O)[C@@H]1Cc2c([nH]c3ccccc23)[C@H]2C[C@H](NCCNC(C)=O)C[C@@H](c3ccc(C(F)(F)F)cc3)N21	-1.2%
COC(=O)c1ccccc1NC(=O)Cn1c(CCC(=O)O)ccc1-c1cccs1	-8.9%
CCC(=O)N(C1CCOCC1)C1CCN(Cc2cccc(F)c2F)CC1	i
C[S+](=O)([O-])N1CC2(CCN(Cc3ccccn3)CC2)Cc2ccccc21	?
CNC(=O)c1cc(-c2cnn(C)c2)cc2c1OCCN2Cc1cccnc1	-11.0%[44.1 µM]
O=C(c1cccc(F)c1)N1CC(Oc2ccc(-c3noc(C4CCOCC4)n3)cc2)C1	?
CCOc1ccccc1CNS(=O)(=O)c1ccc2c(c1)CCCN2C(C)=O	-18.5%
CCOc1ccc(NC(=O)CSc2cn(CC(=O)N3CCOCC3)c3ccccc23)cc1	-12.9%
CC(=O)NC1CCCN(Cc2cccc(OCCN3CCOCC3)c2)C1 (stereo not given)	1.3%
NC(=O)C1Cc2ccccc2CN1C(=O)CCc1nc2ccccc2[nH]c1=O (stereo not given)	?
CCN(CC)c1ccc(C(=O)NCc2ccc3c(c2)CCN3C(=O)c2cccc(C)c2)cc1	i
O=C(NCCCN1CCCCC1)c1ccc2c(c1)N(S(=O)(=O)c1ccccc1)CC2	?
COCCOCC(=O)N1CCCCCNC(=O)[C@@H]2CCCC[C@@H]21	17.7%
O=C(NCC(c1ccc2c(c1)OCO2)N1CCOCC1)c1ccccc1F (stereo not given)	?
O=C(O)c1ccc(CN2C[C@H](O)C[C@H]2c2nc(CS(=O)(=O)c3ccc(F)cc3)no2)cc1	15.7%
COc1ccc2c(c1)OCC(CNC(=O)CCc1ccccc1F)C2 (stereo not given)	-12.9%
CCC(C)(C)C(=O)NCCc1noc(-c2ccccc2)n1	5.9%
CCOc1ccc(NC(=O)c2cccc3c(=O)c4c([nH]c23)CCCC4)cc1	-2.6%
Cn1nnc2c(N3CCN(c4ccccc4)CC3)ncnc21	54.2%[activator]
O=C1CC2CCCC(C1)N2C(=O)c1ccccc1Cl	-20.9%[44.1 µM]
CCn1cc(S(=O)(=O)N[C@@H]2CN(c3ncccn3)C[C@H]2CN(C)C)cn1	i
O=C(CCn1cccn1)N1CCC2(CC1)CN(Cc1ccccc1)CC2CO (stereo not given)	21.4%
CCN1C(=O)c2ccccc2Sc2ccc(NC(=O)c3cccc(C)c3)cc21	i
CC(C)c1noc(-c2cccn3c(CNC(=O)c4ccc(F)cc4Cl)nnc23)n1	?
CN1CCC(OC2CCN(C(=O)c3ccc(Br)o3)CC2)CC1	121.9%[activator]
CC(C)c1noc([C@@H]2C[C@@H](O)CN2Cc2ccc(N(C)C)cc2)n1	11.8%[44.1 µM]
C[C@]1(CO)[C@H]2Cc3sc(NC(=O)COc4ccccc4)nc3[C@@H](CC(=O)O)[C@]2(C)CC[C@H]1O	-0.6%
Cc1ccccc1NC(=O)N1CCC(CCN)CC1	-10.6%

# A second format for some results above.
CCn1cc(S(=O)(=O)N[C@@H]2CN(c3ncccn3)C[C@H]2CN(C)C)cn1
  Pf Dd2 inh: i

Cc1cc(C)n(CC(=O)N2CCCC3(C2)Nc2cccnc2NC3=NC2CCCC2)n1 (stereo not given)
  Pf Dd2 inh: i[5.79 µM]

# New compounds follow:
mol	Pf Dd2 inh
CCOc1ccc(CCNC(=O)c2ccc(-n3c(C)cc4c3CCCC4)cc2)cc1OCC	7.94µM*
O=C(NC1CC1)[C@@H]1C[C@H](Oc2cccnc2)CN1C(=O)Cc1ccccc1	13.1%
Cc1ccc2c(c1)nc1n2[C@@H](CNC(C)C)COC1	-37.8%[44.1 µM]
CCc1noc([C@@H]2CC(F)(F)CN2C(=O)c2ccc(OC)nc2)n1	35.1%[activator]
CC(=O)c1ccc(NC(=O)CCn2cccn2)cc1	2.3%
CC(C)S(=O)(=O)N1CC[C@@H]2COCCN(C)[C@@H]2C1	i
Cc1cccc(-c2noc([C@@H]3C[C@@H](O)CN3Cc3ncc[nH]3)n2)c1	i
Clc1ccc(N2CCN(CC3[C@H]4CNC[C@@H]34)CC2)nc1 (stereo not given in full)	?
CC(=O)N1CCC(N[C@@H]2CO[C@H](CNS(=O)(=O)c3ccc(C)cc3)[C@H]2O)CC1	-4.5%[44.1 µM]
CC(C)Oc1ccc(CNC(=O)C2CCCCC(=O)N2Cc2ccccc2)cc1 (stereo not given)	?
CC(C)c1noc(C2CCCN(C(=O)NC3CCCCC3)CCC(=O)NCC2)n1 (stereo not given)	26.6%
CC(=O)c1ccc(NC(=O)N[C@@H]2C=C(C(=O)NCCC(N)=O)C[C@@H](O)[C@@H]2O)cc1	-23.8%[44.1 µM]
CC1CCc2c(sc3nnn(CC(=O)Nc4c(C(C)C)cccc4C(C)C)c(=O)c23)C1 (stereo not given)	?
COc1ccccc1CNC(=O)CSc1nc(-c2ccc(OC)c(OC)c2)cc(C(F)(F)F)n1	i
CN1c2cc(C(=O)N3CCN(c4ccccc4F)CC3)ccc2C(=O)N2CCCCC21 (stereo not given)	?
CC(C)NC(=O)N[C@H]1CCN2C(=O)c3cc(-c4ccsc4)ccc3NC(=O)[C@@H]2C1	12.6µM*
CCOC(=O)c1c(C)[nH]c(C)c1S(=O)(=O)N1CCC(C(=O)NCc2ccc(C)cc2)CC1	24.3%
COc1cc2c(cc1-c1ccc(O)c(F)c1)NC(=O)C21CCN(C(C)=O)CC1	?
Cc1ccc(CNC(=O)C2CCN(S(=O)(=O)N3CCC(C)CC3)CC2)cc1	1.9%
CC(=O)c1nn(-c2ccc(OC(F)(F)F)cc2)nc1Nc1ccc(Cl)cc1	9.0%
CC(C)CNc1ccc2c(n1)C(C)(C(=O)NCc1cnccn1)CN(Cc1ccccc1)C2 (stereo not given)	-16.5%
Cc1noc(C)c1CN1CCCCC1c1cccnc1 (stereo not given)	0.8%
FC(F)Oc1ccccc1CN1CCCC(Nc2ccccc2)C1 (stereo not given)	i
COCCO[C@H]1C(=O)N(C2CCN(C(=O)C3CC=CC3)CC2)[C@H]1c1ccncc1	6.4%
Cc1ccc(C(=O)c2cn(CC(=O)Nc3ccc4c(c3)OCCO4)c3nc(C)ccc3c2=O)cc1	?
COc1ccc(-c2nn(-c3ccccc3)cc2CN2C[C@@H](C)O[C@@H](C)C2)c(F)c1	?
CCOCc1nc(C2CCCN(C(=O)NCCc3ccccc3)C2)no1 (stereo not given)	21.5%
CCc1nc2c(c(-c3ccc(Cl)cc3)n1)CCN([S+](=O)([O-])c1cccs1)CC2	12.6µM*
Cn1ncc(N2CCCC(CC(=O)NCc3ccccn3)C2)cc1=O (stereo not given)	5.5%
COCCCNc1nc2c([S+](=O)([O-])c3cc(OC)ccc3OC)nnn2c2ccccc12	?

# Looked up above.
# Pf Dd2 inh with CCOC(=O)c1c(C)[nH]c(C)c1S(=O)(=O)N1CCC(C(=O)NCc2ccc(C)cc2)CC1 is entered as 24.3%
# Pf Dd2 inh with Cc1ccc(CNC(=O)C2CCN(S(=O)(=O)N3CCC(C)CC3)CC2)cc1 is entered as 1.9%
# Pf Dd2 inh with Cn1ncc(N2CCCC(CC(=O)NCc3ccccn3)C2)cc1=O (stereo not given) is entered as 5.5%
# Pf Dd2 inh with COCCO[C@H]1C(=O)N(C2CCN(C(=O)C3CC=CC3)CC2)[C@H]1c1ccncc1 is entered as 6.4%
# Pf Dd2 inh with CCOCc1nc(C2CCCN(C(=O)NCCc3ccccc3)C2)no1 (stereo not given) is entered as 21.5%

# (further entries)
mol	Pf Dd2 inh
COc1ccc(CN2C[C@H]3CN(S(=O)(=O)c4ccc(OC)cc4)CCN3C2=O)cc1	?
CN1CCC(N2C[C@@H]3OCC(=O)N[C@@H]3C2)CC1	2.9%[44.1 µM]
O=C(CCC1CCCN(Cc2cccn2-c2nccs2)C1)Nc1ccccc1F (stereo not given)	7.08µM*
O=C(Cc1cccc2ccccc12)N1C[C@@H](CO)[C@H](c2ccccn2)C1	-24.5%
CCCCSCCCNC(=O)c1cn(CC)c2ccc(S(=O)(=O)N3CCCCCC3)cc2c1=O	i
O=C1CC(c2ccccc2)N(Cc2ccncc2)CCCN(C(=O)NCc2ccccc2)CCN1 (stereo not given)	?
COc1ccc(OC)c(CN2CCNc3cnc(OCc4cccnc4)cc3C2)c1	?
Cc1cc(CNC(=O)[C@@H]2CCC[C@@H](NC(=O)c3cc(C)n(C)n3)CN(C)C(=O)C2)no1	-11.6%[44.1 µM]
Cc1cc(C(F)(F)F)nc(CNc2cc(C3CC(O)C3)nc(N)n2)n1 (stereo not given)	-19.7%
COCCNC(=O)CCCn1c(SCC(=O)Nc2cccc(C)c2)nc2c(sc3ccccc32)c1=O	i
CC(C)N1C(=O)[C@@H]2[C@@H](CCN2C(=O)CC(C)(C)CC(=O)O)N(Cc2cccc(F)c2)C1=O	i
CC(C)CN1C(=O)c2cccn2CC1C(=O)NCC1CCN(Cc2ccc(F)cc2)CC1 (stereo not given)	-6.8%
CCCNC(=O)N(C1CCOCC1)C1CCN(C(=O)c2nccc3ccccc23)CC1	9.5%
CSc1ccc(C2c3c(oc4ccccc4c3=O)C(=O)N2CCCN2CCOCC2)cc1 (stereo not given)	-11.0%
CCC(CC)C(=O)Nc1ccc2nc(SCC(=O)N3CCc4ccccc43)sc2c1	?

# An excerpt of these results, field by field:
canonical_smiles: COc1ccc(OC)c(CN2CCNc3cnc(OCc4cccnc4)cc3C2)c1
  Pf Dd2 inh: ?

canonical_smiles: Cc1cc(CNC(=O)[C@@H]2CCC[C@@H](NC(=O)c3cc(C)n(C)n3)CN(C)C(=O)C2)no1
  Pf Dd2 inh: -11.6%[44.1 µM]

# Other entries:
mol	Pf Dd2 inh
CCOC(=O)c1cccc(NS(=O)(=O)c2ccc3[nH]c4c(c3c2)CCCC4)c1	10.9%
COc1ccc(-c2cc(=O)oc3c4c(ccc23)OCN(Cc2ccccc2)C4)cc1	0.891µM*
CC[C@H]1CN(S(=O)(=O)c2c(C)noc2C)CC[C@H]1CC(=O)NCc1cccnc1	-22.3%[44.1 µM]
Cc1cccc(-c2nc(Cn3c(-c4ccc(F)cc4)nc(C)c(CCO)c3=O)c(C)o2)c1	-26.2%
CNC(=O)c1noc([C@@H]2CC(F)(F)CN2Cc2cn(C)nc2C)n1	33.2%[activator]
CCn1nc(C)cc1C(=O)N1CCCN(Cc2ccc(F)cc2)C(C(C)C)C1 (stereo not given)	?
CCOc1ccccc1CN1CCC2(CCN(C(=O)c3cccc(Cl)c3)CC2)Oc2ccccc21	?
Cc1noc(C)c1C(=O)N1CCC2(CC1)CN(C(=O)Cc1ccc(O)cc1)CCO2	-1.7%
CN1CC2(CCN(C(=O)C3CCCC3)CC2)CC1C(=O)N1CCOCC1 (stereo not given)	-11.7%
Cc1ccc(CCNC(=O)c2ccc(CNS(=O)(=O)c3ccccc3)cc2)cc1	?
CNC(=O)C1(N2CCC[C@H]2C(=O)NCCOC)CCOCC1	24.5%[44.1 µM]
Cc1cccc(NC(=O)C2CCN(c3cn[nH]c(=O)c3)C2)c1 (stereo not given)	-0.3%
O=C1Nc2ccccc2CC12CN([S+](=O)([O-])c1cccs1)C2	1.3%
COc1cncc(Nc2ncc(-c3ccccc3)c3c2OCC3)c1	?
CCCNC(=O)Cn1c(C)ccc(NS(=O)(=O)c2ccc(C)cc2)c1=O	i
O=C(c1cc(F)ccc1F)N1CCC(Oc2ncccc2C(=O)N2CCCCC2)C1 (stereo not given)	?
CN1C(=O)c2cccn2CC1CNC(=O)CCc1c[nH]c2ccccc12 (stereo not given)	-10.4%
CC(C)C(=O)Nc1nnc(S(=O)(=O)N(C)Cc2ccc(F)cc2)s1	9.5%
O=C(NC1CCCN(c2cc(-c3ccc(F)cc3)[nH]n2)C1)c1cc2ccccc2[nH]1 (stereo not given)	-19.5%
CS(=O)(=O)N1CCC(C2CCN(Cc3ccc[nH]3)C2)CC1 (stereo not given)	?
Cc1cnc(CC2CCN(Cc3ccc(F)cc3F)C2)n1CC1CC1 (stereo not given)	-5.3%
COc1ccccc1-c1noc(CCCC(=O)N2CCc3nc[nH]c3C2)n1	0.3%
CCc1ccc(S(=O)(=O)c2cn(C)c3cc(N4CCCCC4C)c(F)cc3c2=O)cc1 (stereo not given)	?
COc1cccc(CC(=O)N2CCC(N3CC4CC(C3)[C@H]3CCCC(=O)N3C4)CC2)c1 (stereo not given in full)	11.3%
Cc1ccc(C)c(CN2C(=O)c3ccccc3S(=O)c3ccc(C(=O)NCc4ccco4)cc32)c1 (stereo not given)	?
CCOc1ccccc1C1CC(=O)Nc2c1c(=O)n(C)c1ncnn21 (stereo not given)	i
CC(C)NC(=O)C1(c2ccc(NC(=O)C(C)C)cc2)CCCCC1	5.4%
COc1ccc(N2CC(C(=O)NC(C)C)NC2=O)cc1 (stereo not given)	-12.5%[44.1 µM]
COc1ccc(-c2[nH]nc3ncc(C(=O)NCc4ccccc4)nc23)c(C)c1	i
CCCNC(=O)N1CC[C@@H]2[C@H]1C(=O)N(c1cccc(F)c1)C(=O)N2Cc1cccs1	?
N#Cc1ccccc1CN1CCCCC12Cc1ccccc1CNC2=O (stereo not given)	?
COc1cccc(-c2nc(CS(=O)(=O)CC(=O)NCCc3ccc(OC)cc3OC)c(C)o2)c1	?
CCc1ccc(-c2nc(CSCC(=O)NCc3ccc(C)cc3)c(C)o2)cc1	?
CCc1ccc(NC(=O)Cn2c(-c3ccccc3)nc(C)c(CCO)c2=O)cc1	?
COc1ccccc1NC(=O)N1CCOc2ccc(CN3CCc4ccccc4C3)cc2C1	?
Cc1ccc(N2CCC(N[C@@H]3CC[C@@H](N)C3)CC2)cc1Cl	12.6µM*
